Source: PubChem
NCI-60 one-dose screen, 48 h, at 10 µM unless noted. Numbers give growth in % (100 = growth as untreated, 0 = no growth, -100 = all killed).
SF-295 = SF-295 CNS cancer cells | 79,000 tested, 5.6% active
SNB-75 = SNB-75 CNS cancer | 79,000 tested, 5% active | AID 1794750
SF-539 = SF-539 CNS cancer; AID 1794752; 81,000 tested, 6.8% active
SNB-19 = SNB-19 CNS cancer cells; 81,000 tested, 2.5% active
U251 = U251 CNS tumor cells. 80,000 tested, 5.4% active. AID 1794753
KM12 = KM12 colon cancer cells. AID 1794800. 82,000 tested, 5% active
SF-268 = SF-268 CNS cancer cells | 82,000 tested, 3.1% active
HCC-2998 = HCC-2998 colon cancer; 79,000 tested, 4.7% active; AID 1794799
HCT-116 = HCT-116 colon cancer; 82,000 tested, 7.3% active; AID 1794798
Numbers without * were called inactive; . = not tested or not shown; & = joins results of further samples; [ ] = remark or other dose. The calls were made as follows: active = growth percent below 10; inactive = the rest. The list is partial, so the mix of outcomes need not match the whole.

1) NC(=O)OC1CCCCC1
2) CCOP(=O)(OCC)OP(=O)(OCC)OP(=O)(OCC)OCC
3) Nc1ccc(S(=O)(=O)F)c(Cl)c1
4) N[C@@H]1C[C@H]1c1ccccc1
5) Cc1ccc(O)c(Cl)c1
6) COc1cc(C2C3=C(CCCC3=O)N(CCO)c3cc4c(cc32)CCC4)cc(OC)c1OC (configuration not stated)
7) O=[N+]([O-])c1ccc(Cl)cc1
8) CCCCC/C=C\C/C=C\C/C=C\C/C=C\CCCC(=O)NCC(=O)O
9) N#CCN1CCN(c2ccccc2)CC1
10) CC1=CC[C@@H]2[C@@H](C1)c1c(O)cc(C(C)(C)c3ccccc3)cc1OC2(C)C
assay / compound,1,2,3,4,5,6,7,8,9,10
SF-295,110,.,93,92,.,100,111,104,102,90
SNB-75,95,85,95,82,110,99,.,145,102,82
SF-539,103,108,98,88,103,106,106,110,.,96
SNB-19,114,109,102,101,107,87,97,111,99,106
U251,103,105,102,102,111,88,102,95,91,83
KM12,105,106,100,95,106,90,110,108,99,81
SF-268,101,106,102,91,107,90,111,112,99,65
HCC-2998,111,100,111,96,106,79,110,118,101,94
HCT-116,119,102,103,103,98,69,103,112,93,52

11) COc1cc2c(cc1OC)[C@@H]1C(=O)c3ccc4c(c3O[C@@H]1CO2)C[C@H](C(C)C)O4
12) CCCCOP(=O)(CCc1ccccn1)OCCCC
13) COC(=O)C12NC1(c1ccccc1C(F)(F)F)OC(=O)C2c1ccccc1 (configuration not stated)
14) CN(C)c1ccc(C=C2C(=O)NC(=O)NC2=O)cc1
15) CN(C)CCCNC(=O)/C(C#N)=C/c1ccc(N(CCCl)CCCl)cc1
16) c1cc(CCNC2CCCCC2)ccn1
17) N#CC1=C(N)Oc2cc3c(cc2C1c1cccs1)OCO3 (configuration not stated)
18) CC[C@H](C)[C@H](NC(=O)c1cccn1C)C(=O)N(C)[C@H](C[C@@H](OC(C)=O)c1nc(C(=O)N[C@@H](Cc2ccccc2)C[C@H](C)C(=O)OC)cs1)C(C)C
19) CCOC(=O)N(N=O)c1ccccc1
20) CN1CCN(C(=O)COc2ccc3c(c2)CCCC(=O)N3)CC1
assay / compound,11,12,13,14,15,16,17,18,19,20
SF-295,19,87,94,95,86,108,4.0*,7.8*,101,89
SNB-75,90,83,96,92,77,98,-15*,33,91,92
SF-539,71,90,109,97,95,97,0.2*,-13*,105,93
SNB-19,.,100,98,100,102,101,43,35,102,103
U251,58,101,103,97,81,107,25,12,101,99
KM12,66,105,93,99,97,120,34,10,112,103
SF-268,80,102,104,94,93,111,47,19,111,101
HCC-2998,76,97,96,.,113,104,40,18,109,109
HCT-116,39,90,96,54,85,108,21,-3.7*,99,104

21) CNC(=O)Oc1c(Cl)cccc1SSc1cccc(Cl)c1OC(=O)NC
22) Nc1nc(N)c(-c2ccc(Cl)cc2)c(COc2ccc(NC(=O)Nc3cccc(S(=O)(=O)F)c3)cc2)n1
23) CCOP(=S)(OCC)Oc1cc(C)nc(C(C)C)n1
24) CC1(C)C(C(=O)c2cn(CCF)c3ccccc23)C1(C)C
25) Nc1nc(N)c(-c2ccc(Cl)c(Cl)c2)c(/C=C/c2ccc(S(=O)(=O)F)cc2)n1
26) Clc1ccc(C(c2ccc(Cl)cc2)C(Cl)Cl)cc1
27) C=CCCC1(CC)C(=O)NC(=O)NC1=O
28) [Cl][Hg][c]1cc[c]([Hg][Cl])o1
29) O=C(/C=C/c1sc(N(CCCl)CCCl)nc1Cl)c1ccc(Br)cc1
30) COC(=O)[C@@H](C)C[C@H](Cc1ccccc1)NC(=O)c1csc([C@@H](C[C@H](C(C)C)N(C)C(=O)[C@H](C)NC(=O)[C@H]2CCCN2C)OC(C)=O)n1
assay / compound,21,22,23,24,25,26,27,28,29,30
SF-295,111,83,113&103,94,.,96,92,93,103,31
SNB-75,91,75,95&78,120,78,62,108,54,85,31
SF-539,99,101,109&94,103,80,110,104,75,98,40
SNB-19,106,100,120&108,104,102,99,102,15,94,51
U251,77,100,107&99,83,89,99,102,-41*,81,25
KM12,105,113,116&105,102,87,100,104,76,68,31
SF-268,95,102,109&98,104,97,92,101,51,96,54
HCC-2998,103,121,107&103,107,111,.,121,106,116,63
HCT-116,105,94,108&99,99,78,85,110,31,43,.

31) COC(=O)CC(c1cccc(OC(F)F)c1)c1c(O)c2ccccc2oc1=O (configuration not stated)
32) Fc1ccccc1CCl
33) COc1cccc2c1N=C1CCCC3CN(C(C)=O)CCC123 (configuration not stated)
34) CC(C)c1cc(C(C)(C)c2ccc(O)c(C(C)C)c2)ccc1O
35) C[C@]12COC(=O)C[C@@H]1CC[C@@H]1[C@@H]2CC[C@]2(C)[C@@H](O)CC[C@@H]12
36) CC(N)CCc1ccc2c(c1)OCO2 (configuration not stated)
37) CN1CC(CNC(=O)OCc2ccccc2)CC2c3cccc4c3c(cn4C)CC21 (configuration not stated)
38) CCC(/C=N/N=C(N)N)=N\N=C(N)N
39) COc1cc2c(O[C@@H]3OC[C@H](O)[C@H](O)[C@H]3O)c3c(c(-c4ccc5c(c4)OCO5)c2cc1OC)C(=O)OC3
40) CCOc1ccccc1C=C(C#N)C#N
assay / compound,31,32,33,34,35,36,37,38,39,40
SF-295,110[8.25 µM],111,.,57,103,97,26,101,40,106
SNB-75,101[8.25 µM],96,102,69,89,89,21,82,18,112
SF-539,100[8.25 µM],94,92,80,93,101,29,85,54,109
SNB-19,88[8.25 µM],102,99,95,104,104,58,98,97,112
U251,102[8.25 µM],116,108,63,109,103,14,82,55,95
KM12,.,109,117,61,112,96,38,76,72,99
SF-268,98[8.25 µM],109,104,58,122,97,59,92,67,94
HCC-2998,117[8.25 µM],114,102,87,103,104,-67*,80,73,113
HCT-116,103[8.25 µM],100,102,52,113,90,32,70,29,90

41) O=[As](O)(O[As](=O)(O)c1ccccc1)c1ccccc1
42) CCCNC(=O)C[C@@H](CCC(F)(F)F)C(=O)N[C@H]1N=C(c2ccccc2)c2ccccc2N(C)C1=O
43) COc1ccc(C2=N[C@@H](Cc3ccccc3)C(=O)Nc3ccsc32)cc1
44) Oc1c(CCl)cc(Cl)cc1CCl
45) CCOP(=S)(OCC)O[C@H]1CC[C@@]2(C)C(=CC=C3[C@@H]4CC[C@H]([C@H](C)/C=C/[C@H](C)C(C)C)[C@@]4(C)CC[C@@H]32)C1
46) C[C@]1(O)CC[C@H]2[C@@H]3CCC4=CCCC[C@@H]4[C@H]3CC[C@@]21C
47) [O-][Cl+3]([O-])([O-])O
48) COc1ccc(-c2c[se]c(Nc3ccc(C)cc3)n2)cc1
49) C[C@]12CCc3sc(NCc4ccccc4)nc3C1=CC[C@@H]1[C@@H]2CC[C@]2(C)C(=O)CC[C@@H]12
50) N/N=C/c1cccnc1
assay / compound,41,42,43,44,45,46,47,48,49,50
SF-295,130,96,37,106,106,112,92,34,97,102
SNB-75,100,91,.,96,87,109,86,82,97,93
SF-539,90,104,45,104,96,101,108,95,94,92
SNB-19,102,97,70,107,94,97,103,74,98,105
U251,106,96,43,110,99,97,104,78,96,97
KM12,108,112,39,105,101,100,96,80,101,101
SF-268,101,107,55,104,95,99,109,101,98,98
HCC-2998,109,107,81,96,109,115,92,101,107,99
HCT-116,116,97,27,115,91,85,103,74,97,105

51) CCOc1cc(CN(CCCl)CCCl)cc(OCC)c1OCC
52) NC(=O)CS(=O)C(c1ccccc1)c1ccccc1 (configuration not stated)
53) Nc1ccc(OCCNS(=O)(=O)c2cccc(S(=O)(=O)F)c2)c(Cl)c1
54) OC1C(O)C2CC1C1C2C2(Cl)C(Cl)=C(Cl)C1(Cl)C2(Cl)Cl (configuration not stated)
55) CCC(C)c1cnc(CC(C)C)c(=O)n1O (configuration not stated)
56) O=c1c([N+](=O)[O-])cn(O)cc1[N+](=O)[O-]
57) CCCCCCCCCCCCOC(N)=O
58) Nc1nnc(Sc2nc3ccc(Cl)cc3c(=O)n2-c2ccccc2)s1
59) Oc1ccc2c3c1O[C@H]1c4[nH]c5ccccc5c4C[C@@]4(O)C(C2)N(CC2CC2)CC[C@]314
60) CSc1nc(N)nc2nc(NN)nn12
assay / compound,51,52,53,54,55,56,57,58,59,60
SF-295,.,95&108,89,79,109,104,96,100,98,99
SNB-75,80,95&135,51,93,92,92,90,.,77,96
SF-539,98,107&110,93,91,116,107,93,93,103,96
SNB-19,106,107&106,97,94,103,107,100,109,106,103
U251,97,99&99,.,91,101,.,81,93,90,102
KM12,103,109&109,101,92,122,96,108,94,91,102
SF-268,104,108&109,102,85,120,100,109,108,93,100
HCC-2998,94,101&106,101,96,102,117,118,111,90,101
HCT-116,97,102&109,95,73,110,100,96,108,90,100

Part of the list above, reduced to SNB-75.
No.	canonical_smiles	SNB-75
53	Nc1ccc(OCCNS(=O)(=O)c2cccc(S(=O)(=O)F)c2)c(Cl)c1	51
57	CCCCCCCCCCCCOC(N)=O	90
52	NC(=O)CS(=O)C(c1ccccc1)c1ccccc1 (configuration not stated)	95&135
54	OC1C(O)C2CC1C1C2C2(Cl)C(Cl)=C(Cl)C1(Cl)C2(Cl)Cl (configuration not stated)	93

Additional structures follow:
61) [Br][Pb]([c]1ccccc1)([c]1ccccc1)[c]1ccccc1
62) CC1=CP(=O)(Oc2ccc([N+](=O)[O-])cc2)CC1 (configuration not stated)
63) C[C@H](O)CCC(=O)c1ccoc1
64) CC[C@](O)(C(=O)O)c1cc2n(c(=O)c1CO)Cc1cc3ccccc3nc1-2
65) C#CC1(O)CCC2C3CCC4=CC(=O)CCC4=C3C=CC21C (configuration not stated)
66) CC(C(=O)c1ccc(Cl)cc1)N1CCCCC1 (configuration not stated)
67) CCC1(c2ccccc2)C(=O)NC(=S)NC1=O
68) C=CCOC(C(=O)OCCN(CC)CC)(c1ccccc1)c1ccccc1
69) NC(=O)C1(c2ccccc2)CCN(Cc2ccccc2)CC1
70) Cc1ccc(C)c(OP(=O)(Oc2cc(C)ccc2C)Oc2cc(C)ccc2C)c1
assay / compound,61,62,63,64,65,66,67,68,69,70
SF-295,.,107,107,-13*,95,100,108,108,99,86
SNB-75,-100*,93,.,-33*,79,97,96,89,77,95
SF-539,-91*,97,102,-48*,74,95,94,105,108,94
SNB-19,-93*,91,100,2.0*,96,97,103,100,100,99
U251,-100*,.,102,1.6*,99,102,103,102,101,81
KM12,-99*,98,104,-30*,101,96,103,103,102,96
SF-268,-95*,104,99,8.5*,97,100,97,102,103,88
HCC-2998,-95*,103,102,-62*,102,100,94,101,102,106
HCT-116,-100*,108,106,-27*,94,103,109,96,101,67

71) Cc1nc(N)sc1S(=O)(=O)F
72) Nc1ccc(CCNS(=O)(=O)c2ccc(S(=O)(=O)F)cc2)cc1
73) O=C(/C=C/c1ccco1)c1nc2ccccc2n1Cc1ccc(F)cc1
74) CCC(Br)(CC)C(=O)NC(N)=O
75) COC(=O)[C@@]12C(=O)N(Cc3ccc(OC)cc3OC)C(C)(C)C1=Cc1cccc3c1[C@@]2(O)C(=O)N3C
76) C[C@]12C=CCC[C@@H]1CC[C@@H]1[C@@H]2CC[C@]2(C)[C@@H](O)CC[C@@H]12
77) N#CC(C#N)=Cc1cccc(F)c1
78) c1cnc2[nH]cc(-c3csc(-c4cn(CCCCN5CCOCC5)c5ccccc45)n3)c2c1
assay / compound,71,72,73,74,75,76,77,78
SF-295,94,95,76,98,112,102,105,54
SNB-75,97,90,29,86,98,109,.,35
SF-539,100,109,65,90,110,114,105,81
SNB-19,97,105,78,104,100,100,100,58
U251,.,.,41,105,105,98,103,20
KM12,104,104,51,104,107,106,108,24
SF-268,116,115,63,102,92,97,100,50
HCC-2998,111,123,57,105,102,103,110,57
HCT-116,107,107,59,93,91,106,108,40

Given field by field: part of the list above
#73 O=C(/C=C/c1ccco1)c1nc2ccccc2n1Cc1ccc(F)cc1
  SF-295: 76; SNB-75: 29; SF-539: 65; SNB-19: 78; U251: 41; KM12: 51; SF-268: 63; HCC-2998: 57; HCT-116: 59
#74 CCC(Br)(CC)C(=O)NC(N)=O
  SF-295: 98; SNB-75: 86; SF-539: 90; SNB-19: 104; U251: 105; KM12: 104; SF-268: 102; HCC-2998: 105; HCT-116: 93
#75 COC(=O)[C@@]12C(=O)N(Cc3ccc(OC)cc3OC)C(C)(C)C1=Cc1cccc3c1[C@@]2(O)C(=O)N3C
  SF-295: 112; SNB-75: 98; SF-539: 110; SNB-19: 100; U251: 105; KM12: 107; SF-268: 92; HCC-2998: 102; HCT-116: 91
#76 C[C@]12C=CCC[C@@H]1CC[C@@H]1[C@@H]2CC[C@]2(C)[C@@H](O)CC[C@@H]12
  SF-295: 102; SNB-75: 109; SF-539: 114; SNB-19: 100; U251: 98; KM12: 106; SF-268: 97; HCC-2998: 103; HCT-116: 106
